TrxR1 substrate: rat thioredoxin reductase 1 substrate activity | Potency, µM (series often up to 114 µM), inactives show at the top dose activity change, negative = substrate turnover | O89049 | 390,000 compounds, 0.01% hits | purified TrxR1 substrate turnover, NADPH consumption readout | AID 588456; note: potency is the fitted concentration of half-maximal effect; % is set by controls: 0 for no effect and ±100 for the full control effect; nearly all actives have a fitted effect of over 50% in size
Target sequence (O89049 whole entry, looked up): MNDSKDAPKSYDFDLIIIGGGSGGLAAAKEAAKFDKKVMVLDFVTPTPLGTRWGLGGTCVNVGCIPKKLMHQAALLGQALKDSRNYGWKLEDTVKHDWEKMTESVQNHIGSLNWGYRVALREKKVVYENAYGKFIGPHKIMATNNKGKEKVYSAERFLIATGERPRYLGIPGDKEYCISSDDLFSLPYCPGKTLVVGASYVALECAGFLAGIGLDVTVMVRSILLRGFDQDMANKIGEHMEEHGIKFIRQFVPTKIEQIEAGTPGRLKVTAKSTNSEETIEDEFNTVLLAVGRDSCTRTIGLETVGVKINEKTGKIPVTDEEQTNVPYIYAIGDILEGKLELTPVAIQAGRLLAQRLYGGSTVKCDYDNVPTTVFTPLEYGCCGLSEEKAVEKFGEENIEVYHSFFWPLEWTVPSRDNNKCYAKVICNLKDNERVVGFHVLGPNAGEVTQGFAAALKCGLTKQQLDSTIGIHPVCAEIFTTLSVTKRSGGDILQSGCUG
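Rat TrxR1, dispensed at 90 nM, was prereduced with 400 uM NADPH (final) for 5 min at ~22 deg C, then incubated with compound 15 min before 400 uM selenite. A first-read NADPH fluorescence drop versus no-compound background flagged substrates.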
USP1 inh: USP1/UAF1 (human) deubiquitinase inhibition. Potency, µM (series often up to 57.1 µM), for the others: at the top dose activity change, negative = inhibition, most hits filed as inhibitors. 390,000 compounds, 0.23% hits. recombinant USP1/UAF1, Ub-Rhodamine cleavage fluorescence. O94782. AID 743255; note: potency is the fitted concentration of half-maximal effect; % is set by controls: 0 for no effect and ±100 for the full control effect; nearly all actives have a fitted effect of over 60% in size; inactives centre near -12
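USP1/UAF1 complex at 1 nM was preincubated with compound for 15 min at room temperature, then Ub-Rho substrate (150nM final) was added. Fluorescence (480/540 nm) was read kinetically, 6 reads every 60 seconds.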
Glioma ERSR ind: inducers of ER stress response in human glioma cells; U87-MG GRP78 promoter luciferase reporter, 16 h; Potency, µM, inactives show at the highest dose activation, usual class: activators; 420,000 compounds, 0.02% hits; note: potency is the fitted concentration of half-maximal effect; series mostly up to about 76 µM; % of control where 0% means no effect; nearly all actives have a fitted effect of over 35% in size
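Stably transfected U87-MG human glioma cells carrying a GRP78-based luminescent sensor were seeded at 1000 cells/well, pin-dosed with compounds and incubated 16 h. Luciferase reagent was then added, and end-point luminescence was read after 10 min at room temperature.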
PI4K2A block: PI4K2A (human) kinase inhibition | Q9BTU6 | purified PI4K2A, ADP-Glo luminescence, 1 h; stronger effect = lower value | activity change, negative = inhibition, % at 76.9 µM | 420,000 compounds, 0.13% hits | AID 1346378; in the data active = activity change below about -50%; inconclusive = mostly about -30% to -49%;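 note: -100% = wells without enzyme as full effect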
Target sequence (Q9BTU6 whole entry, looked up): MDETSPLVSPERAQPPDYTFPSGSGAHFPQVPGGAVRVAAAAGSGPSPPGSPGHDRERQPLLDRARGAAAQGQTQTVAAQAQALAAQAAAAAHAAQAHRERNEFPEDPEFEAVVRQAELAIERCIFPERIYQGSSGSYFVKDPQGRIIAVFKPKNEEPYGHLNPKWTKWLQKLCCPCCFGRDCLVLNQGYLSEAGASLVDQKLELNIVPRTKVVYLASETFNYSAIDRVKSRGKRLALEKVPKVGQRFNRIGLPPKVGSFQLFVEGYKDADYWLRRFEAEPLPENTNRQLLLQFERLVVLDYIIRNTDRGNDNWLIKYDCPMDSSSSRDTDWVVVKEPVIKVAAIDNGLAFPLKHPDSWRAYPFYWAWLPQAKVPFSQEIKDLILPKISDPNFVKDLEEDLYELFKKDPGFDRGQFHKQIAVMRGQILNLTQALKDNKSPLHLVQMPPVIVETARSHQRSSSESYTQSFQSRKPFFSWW
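Compounds are screened against recombinant PI4K2A using PI as substrate and ATP, the latter dispensed at 300 microM. Reactions run one hour at ambient temperature before ADP-Glo detection; full inhibition defined by wells lacking enzyme.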
mIDH1 inhibitor: inhibitors of human mutant IDH1 R132H; 390,000 compounds, 0.093% hits; Potency, µM (series often up to 76.6 µM), for inactives: top-dose activity change, negative = inhibition, actives largely listed as inhibitors; AID 602179; IDH1-R132H enzyme, NADPH consumption, diaphorase/resazurin fluorescence; note: potency is the fitted concentration of half-maximal effect; % is set by controls: 0 for no effect and ±100 for the full control effect; nearly all actives have a fitted effect of over 65% in size
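IDH1-R132H (0.5 ug/mL) preincubated 30 min with compound, then NADPH (0.016 mM) and alpha-KG (2 mM) added; 80 min at RT, pH 7.5. Remaining NADPH coupled via diaphorase/resazurin to fluorescence (540/590 nm); concentration-response curves normalized to no-enzyme control.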
RXFP1 agonist: RXFP1 (human) receptor agonism | Q9HBX9 | HEK293T-RXFP1 cAMP TR-FRET, 30 min; response scale: percent of porcine relaxin response, buffer zero | Potency, µM (doses to about 57.5 µM), inactives show at the highest dose activation, most hits filed as activators | 370,000 compounds, 0.3% hits | AID 2676; note: potency is the fitted concentration of half-maximal effect; % is set by controls: 0 for no effect and ±100 for the full control effect; nearly all actives have a fitted effect of over 60% in size; many of its hits are not listed in these tables
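Agonist response is measured as cAMP accumulation in an RXFP1-transfected HEK293T line under PDE4 inhibition. Values are scaled between buffer-only and 29 nM porcine relaxin, and EC50s come from standard Hill equation fits.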
Vif-A3F inh: inhibitors of Vif-A3F interaction; AID 602313; Potency, µM (doses to about 46.1 µM), for the others: top-dose activity, negative = active; HeLa A3F-eYFP + Vif (tagged APOBEC3F with the HIV-1 protein that degrades it), YFP fluorescence increase; 390,000 compounds, 0.2% hits; note: potency is the fitted concentration of half-maximal effect; % of control where 0% means no effect; nearly all actives have a fitted effect of over 65% in size
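Fluorescence increase (Ex 488/Em 500-530) after overnight compound treatment at 37 deg C flags inhibition of Vif-driven A3F-eYFP loss in stable HeLa A3F-eYFP/Vif cells seeded overnight beforehand.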
LDHA inh: inhibitors of human lactate dehydrogenase A; purified LDHA, NADH/diaphorase-resazurin fluorescence; stronger effect = lower value; activity change, % (values are at about 110 or 230 µM); 480,000 compounds, 0.15% hits; in the data active = activity change below about -30%; inconclusive = mostly about -25% to -30%;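 note: plate controls were DMSO wells for no effect and wells without enzyme for full effect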
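Resorufin fluorescence (ex540/em590), read at 0 and 20 min after diaphorase/resazurin addition, reports the NADH left after a 5 min room-temperature reaction of 2 nM human LDH5 with 0.06 mM NADH and 0.2 mM pyruvate.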
Vif-APOBEC3G blk: Vif-A3G binding inhibition; Potency, µM (top dose mostly 46.1 µM), without a hit: at the top dose activity, negative = active, actives largely listed as inhibitors; 410,000 compounds, 0.076% hits; HeLa A3G-eYFP + Vif (tagged APOBEC3G with the HIV-1 protein that degrades it), YFP fluorescence, overnight; Q9HC16;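 note: potency is the fitted concentration of half-maximal effect; % is set by controls: 0 for no effect and ±100 for the full control effect; nearly all actives have a fitted effect of over 60% in size; hits raise eYFP signal because A3G escapes Vif-driven loss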
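Read-out is eYFP fluorescence (Ex 488/Em 500-530) from Vif-expressing HeLa A3G-eYFP cells; more signal means A3G escaped Vif-mediated degradation. Cells plated overnight, compound pinned in, incubated overnight at 37 deg C.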
Starred values were filed as active, the others as inactive; ? = inconclusive; · = no result given; [ ] = dose if it differs, or a comment. Unless noted, calls come from the whole dose curve; as a rule, active = well fitted curve in the direction sought with a large enough effect; inconclusive = small, poorly fitted or top-dose-only effect, or another doubt; inactive = no such curve, though single readings can be large; an effect the other way counts as inactive or inconclusive. The list is partial, so the mix of outcomes need not match the whole.

Compound	TrxR1 substrate	USP1 inh	Glioma ERSR ind	PI4K2A block	mIDH1 inhibitor	RXFP1 agonist	Vif-A3F inh	LDHA inh	Vif-APOBEC3G blk
COc1ccc(C2SCC(=O)N2c2c(C)n(C)n(-c3ccccc3)c2=O)c(OC)c1 (stereo not drawn)	-1%	-4%	-5%	4	8%	1.2%	-3%	-6	0%
CC(C)(C)C(=O)NC(=S)Nc1cc(C(F)(F)F)ccc1N1CCOCC1	-11%	-21%	-4%	-6	5%	-0.5%	3%	2	-14%
O=C(CSc1ncn[nH]1)N1N=C2/C(=C/c3ccccc3)CCCC2C1c1ccccc1 (stereo not drawn)	12%	-22%	-3%	-4	-10%	-0.2%	1%	-2	-18%
Oc1ccc2[nH]cnc2c1CN1CCCCC1	0%	-3%	-7%	-7	8%	0.0%	4%	12	-9%
COc1cc(C(=O)NCC(=O)OCn2nnc3ccccc3c2=O)cc(OC)c1OC	2%	-25%	-3%	2	0%	2.0%	3%	-1	2%
c1ccc(COn2c(-c3ccccc3)nc3c2CCc2nonc2-3)cc1	-6%	-17%	-2%	0	2%	0.0%	0%	-4	-8%
N=c1c(C(=O)NC2CCCCC2)cc2c(=O)n3ccccc3nc2n1Cc1ccc(F)cc1	4%	-13%	-2%	-1	-3%	-0.8%	-3%	-5	2%
O=S1(=O)CC(N2CCCC2)CN1CCc1ccccc1 (stereo not drawn)	·	·	-4%	0	·	·	·	-3	1%
CC(=O)Nc1ccc2c(c1)nc1n2CCN(C(C)c2ccccc2)C1 (stereo not drawn)	63%[activator]	-13%	1%	-10	8%	-0.5%	-4%	1	4%
O=C(c1n[nH]c(=O)c2ccccc12)N1CCN(C2c3ccccc3-c3ccccc32)CC1	-2%	-13%	-3%	1	1%	-4.6%	-5%	-3	0%
COc1cc2c(c(NC(C)=O)c1)N(C(C)=O)CCC2	-6%[57.1 µM]	-17%	-4%	1	5%	·	1%	2	2%
CCOc1cccc(CN2CCC(n3nccc3NC(=O)c3ccc4c(c3)OCO4)CC2)c1	-9%	-16%	-4%	-4	7%	2.3%	-15%	-3	-1%
OC(CN1C2=NCCN2c2ccccc21)c1ccccc1 (stereo not drawn)	2%	?	-4%	-5	1%	4.9%	-18%	1	0%
C/C(=N\Nc1nc2ccccc2[nH]1)c1cc2ccccc2o1	-4%	?	?	3	6%	1.0%	-4%	-6	-7%
Cc1c(C(=O)NC(C)CCc2ccccc2)cccc1[N+](=O)[O-] (stereo not drawn)	-1%	-10%	-5%	10	2%	3.3%	2%	-5	3%
Cc1ccc(CCNC(=O)C2CCCN(S(=O)(=O)c3cccs3)C2)cc1 (stereo not drawn)	6%[57.1 µM]	-9%	-4%	0	6%	0.0%	3%	-3	0%
CCCn1c(Nc2ccccc2)nc2ccccc21	-2%[57.1 µM]	-8%	-3%	11	-1%	-0.4%	9%	-1	-2%
Cc1ccc(Cn2c(C(C)Nc3nc(-c4ccc(F)cc4)cs3)nc3cc(C(=O)NCCCO)ccc32)cc1 (stereo not drawn)	-7%	?	-2%	1	10%	·	-7%	0	-4%
CCOc1ccc(CCNC(=O)c2ccc3c(c2)sc2nc(-c4ccc(F)cc4)cn23)cc1OCC	6%	3%	-1%	0	1%	23%	-9%	-2	1%
Cc1cn(C2C=CC(CO)O2)c(=O)[nH]c1=O (stereo not drawn)	-2%	-15%	-2%	5	4%	-1.2%	9%	-4	0%
O=C(C[n+]1ccccc1)N/N=C/c1ccc(F)cc1	9%[57.1 µM]	-14%	-3%	-1	3%	-3.1%	6%	-3	4%
Cc1ccc(C)c(N2CCN(C(=O)C3CCC(CNS(=O)(=O)c4ccc(Br)s4)CC3)CC2)c1 (stereo not drawn)	-2%	3%	-4%	2	-11%	4.0%	-12%	1	1%
CCc1nnc(NS(=O)(=O)c2ccc(Nc3ccc4nonc4c3[N+](=O)[O-])cc2)s1	-1%[57.1 µM]	-5%	4%	-3	0%	2.4%	11%	-2	-1%
CC(C)(C)C(=O)Nc1sc2c(c1C#N)CCC2	1%[57.1 µM]	-25%	-3%	0	2%	-0.1%	-12%	-4	-1%
Cc1ccc(CNC(=O)C2CCCN(S(=O)(=O)c3ccc4c(ccn4C)c3)C2)cc1 (stereo not drawn)	0%[57.1 µM]	-22%	-2%	1	-16%	2.7%	-2%	-7	-4%
O=C(Nc1ccc(N2CCOCC2)cc1)c1ccc(-c2ccccc2[N+](=O)[O-])o1	-11%	-8%	-2%	-1	10%	-0.5%	-5%	12	-2%
COc1cc(CN(C(=O)c2ccc(OC(C)C)cc2)C2CCS(=O)(=O)C2)cc(OC)c1OC (stereo not drawn)	0%	-14%	-4%	-3	3%	0.2%	2%	0	0%
COc1ccc(NC(C)C(=O)N/N=C/c2ccc([N+](=O)[O-])s2)cc1 (stereo not drawn)	3%[57.1 µM]	-24%	-4%	11	4%	2.3%	-3%	7	-12%
CC(C)C(c1nnnn1Cc1ccc(F)cc1)N1CCN(c2ccc(O)cc2)CC1 (stereo not drawn)	-6%[57.1 µM]	-11%	-4%	6	3%	-2.1%	14%	34	-4%
Cn1nc(C(C)(C)C)cc1C(=O)Sc1cccc(Br)c1	-1%[57.1 µM]	-16%	-4%	13	-10%	5.4%	-4%	-8	-1%
CSc1cccc(NCc2ccc([N+](=O)[O-])cc2)c1	-7%[57.1 µM]	-22%	-2%	-2	22%	-0.6%	1%	-13	-1%
COc1ccc(-c2[nH]c(-c3ccc(C)cc3)nc2SCC(=O)Nc2nccs2)cc1	-12%	-14%	-3%	-1	-2%	-0.3%	-1%	-3	-17%
COc1ccc(Cl)cc1NCC(=O)Nc1ccc(OC)c(S(=O)(=O)N2CCCCC2)c1	0%	-24%	-4%	5	1%	0.4%	-1%	1	1%
C[C@]12CCC(=O)C=C1[C@H](O)C[C@@H]1[C@@H]2[C@@H](O)C[C@@]2(C)[C@H]1CC[C@]2(O)C(=O)CO	-16%	-27%	-1%	3	-6%	1.0%	-1%	-11	1%
COc1cc(C(=O)NCCOc2cccc3cccnc23)cc(OC)c1OC	-15%[57.1 µM]	-3%	-4%	8	9%	0.5%	-4%	-2	-6%
C=CCN1C(=O)C(CC(=O)Nc2ccccc2)SC1=Nc1c(C)n(C)n(-c2ccccc2)c1=O (stereo not drawn)	0%	-1%	-3%	6	-2%	-0.8%	-4%	-1	1%
CC(C)C(O)C1CCN(Cc2nc(-c3cccs3)no2)CC1 (stereo not drawn)	-21%[11.4 µM]	?	-4%	6	15%	3.8%	2%	-1	1%

Part of the list above, with each value named:
CCOc1cccc(CN2CCC(n3nccc3NC(=O)c3ccc4c(c3)OCO4)CC2)c1
  TrxR1 substrate = -9%	USP1 inh = -16%	Glioma ERSR ind = -4%	PI4K2A block = -4	mIDH1 inhibitor = 7%	RXFP1 agonist = 2.3%	Vif-A3F inh = -15%	LDHA inh = -3	Vif-APOBEC3G blk = -1%

OC(CN1C2=NCCN2c2ccccc21)c1ccccc1 (stereo not drawn)
  TrxR1 substrate = 2%	USP1 inh = ?	Glioma ERSR ind = -4%	PI4K2A block = -5	mIDH1 inhibitor = 1%	RXFP1 agonist = 4.9%	Vif-A3F inh = -18%	LDHA inh = 1	Vif-APOBEC3G blk = 0%

C/C(=N\Nc1nc2ccccc2[nH]1)c1cc2ccccc2o1
  TrxR1 substrate = -4%	USP1 inh = ?	Glioma ERSR ind = ?	PI4K2A block = 3	mIDH1 inhibitor = 6%	RXFP1 agonist = 1.0%	Vif-A3F inh = -4%	LDHA inh = -6	Vif-APOBEC3G blk = -7%

Cc1c(C(=O)NC(C)CCc2ccccc2)cccc1[N+](=O)[O-] (stereo not drawn)
  TrxR1 substrate = -1%	USP1 inh = -10%	Glioma ERSR ind = -5%	PI4K2A block = 10	mIDH1 inhibitor = 2%	RXFP1 agonist = 3.3%	Vif-A3F inh = 2%	LDHA inh = -5	Vif-APOBEC3G blk = 3%

Whole records, quoted from the list. Order of values: TrxR1 substrate, USP1 inh, Glioma ERSR ind, PI4K2A block, mIDH1 inhibitor, RXFP1 agonist, Vif-A3F inh, LDHA inh, Vif-APOBEC3G blk
C=CCN1C(=O)C(CC(=O)Nc2ccccc2)SC1=Nc1c(C)n(C)n(-c2ccccc2)c1=O (stereo not drawn) in the list: 0%, -1%, -3%, 6, -2%, -0.8%, -4%, -1, 1%
CC(C)C(O)C1CCN(Cc2nc(-c3cccs3)no2)CC1 (stereo not drawn) in the list: -21%[11.4 µM], ?, -4%, 6, 15%, 3.8%, 2%, -1, 1%
CC(C)C(c1nnnn1Cc1ccc(F)cc1)N1CCN(c2ccc(O)cc2)CC1 (stereo not drawn) in the list: -6%[57.1 µM], -11%, -4%, 6, 3%, -2.1%, 14%, 34, -4%

Screens: PubChem BioAssay, National Center for Advancing Translational Sciences (NCATS)
